# ANO1 activ = activators or potentiators of mouse TMEM16A chloride channel. HEK293 TMEM16A/YFP-H148Q/I152L, iodide quench fluorescence; stronger effect = lower value. B-score at 10 µM. 340,000 compounds, 0.3% hits. AID 623877;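 active = fluorescence-ratio B-score plate-corrected deviation score at least 3 library SD below zero, with starting fluorescence score within 5 deviations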;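 note: channel opened by trigger with iodide after compound preincubation; score built on the fluorescence ratio of max minus min over baseline; more negative score means more quench and so TMEM16A activation or potentiation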
# Target sequence (Q8BHY3 whole entry, looked up): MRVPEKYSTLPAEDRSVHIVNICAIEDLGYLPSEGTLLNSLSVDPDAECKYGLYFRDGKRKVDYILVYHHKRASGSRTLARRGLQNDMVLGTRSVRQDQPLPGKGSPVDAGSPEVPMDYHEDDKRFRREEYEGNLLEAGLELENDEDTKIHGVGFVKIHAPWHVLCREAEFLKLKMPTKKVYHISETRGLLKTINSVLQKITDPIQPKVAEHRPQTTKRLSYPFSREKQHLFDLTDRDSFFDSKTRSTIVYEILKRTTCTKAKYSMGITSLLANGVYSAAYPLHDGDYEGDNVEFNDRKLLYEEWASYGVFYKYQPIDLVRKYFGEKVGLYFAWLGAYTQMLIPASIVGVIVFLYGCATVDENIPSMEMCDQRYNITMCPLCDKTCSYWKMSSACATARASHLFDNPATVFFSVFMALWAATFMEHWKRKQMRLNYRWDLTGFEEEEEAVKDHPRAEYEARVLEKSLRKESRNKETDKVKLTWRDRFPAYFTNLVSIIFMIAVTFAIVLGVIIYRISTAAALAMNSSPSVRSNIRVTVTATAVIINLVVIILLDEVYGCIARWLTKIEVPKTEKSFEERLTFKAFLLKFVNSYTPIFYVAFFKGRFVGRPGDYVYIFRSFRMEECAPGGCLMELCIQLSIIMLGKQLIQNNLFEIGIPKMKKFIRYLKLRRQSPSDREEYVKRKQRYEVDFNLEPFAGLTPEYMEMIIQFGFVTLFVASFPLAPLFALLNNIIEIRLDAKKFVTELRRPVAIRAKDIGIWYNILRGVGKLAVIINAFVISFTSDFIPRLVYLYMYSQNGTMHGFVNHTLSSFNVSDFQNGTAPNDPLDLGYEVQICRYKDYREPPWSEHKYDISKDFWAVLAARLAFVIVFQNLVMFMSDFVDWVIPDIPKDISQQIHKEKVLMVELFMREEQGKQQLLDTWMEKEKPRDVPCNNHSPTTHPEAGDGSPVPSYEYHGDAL
# Calls only; i = inactive. An excerpt; the hit share may differ from the screen's.
canonical_smiles	ANO1 activ
Cn1c(=O)c2c(nc(CN3CCC(Cc4ccccc4)CC3)n2CCN2CCOCC2)n(C)c1=O	i
C=CC[C@@H](CC(=O)NCCO)C(=O)N[C@H](C)COC(=O)[C@@H](CC=C)CC(=O)OC(C)(C)C	i
O=C(COC(=O)COc1ccccc1)NC12CC3CC(CC(C3)C1)C2	i
CCCN(CC(=O)Nc1cc(C)on1)CC(=O)Nc1ccccc1C	i
Cc1cnc(NC(=O)c2ccc(-c3ccc([N+](=O)[O-])cc3)o2)s1	i
O=C(NCC(=O)N1CCN(c2ncccn2)CC1)c1ccccc1F	i
CN(C(=O)Cn1nc(C(=O)O)c2ccccc2c1=O)C1CCCCC1	i
CC1CCCN(CC(O)COc2ccc(S(=O)(=O)N3CCCC3)cc2[N+](=O)[O-])C1 (centres undefined)	i
CCC(=O)c1ccc(OCC(=O)NCCCN2CCOCC2)cc1	i
O=C(CCNC(=O)c1ccc(Cl)cc1)NCc1ccco1	i
COc1cc(C(=O)N2CCC(C(N)=O)CC2)ccc1OCc1c(C)noc1C	i
Oc1ccc(C(=Nc2ccccc2)c2ccccc2)c(O)c1	i
COc1ccc(-c2ccc3c(c2)S(=O)(=O)c2cccc(C(=O)NC[C@@H]4CCCO4)c2C3=O)cc1OC	i
Cc1ccccc1-c1cc(C(=O)NCc2cccs2)n(CC2CC(c3cccnc3)=NO2)n1 (centres undefined)	i
Cn1ccc(NS(=O)(=O)c2cc(Br)ccc2Br)n1	i
CCOc1ccc(S(=O)(=O)NCC2(N3CCCCC3)CCCCC2)cc1	i
C=CCn1c(SCC(=O)c2ccc(O)c(O)c2)nnc1-c1cccc(OC)c1	i
CC(=O)Nc1cc2c(cc1[N+](=O)[O-])-c1ccc(F)cc1C2	i
Cc1cccc(NC(=O)CSCC(=O)N2CCN(c3cccc(C(F)(F)F)c3)CC2)c1	i
Nc1ncnc2c1ncn2[C@@H]1O[C@H](CNCc2ccc(OCC(=O)Nc3ccccn3)cc2)[C@@H](O)[C@H]1O	i
COc1ccccc1NS(=O)(=O)c1ccc(C)c(C(=O)NCC2(N(C)C)CCCCC2)c1	i
Cc1cc(C)c(S(=O)(=O)NCCSCc2ccco2)c(C)c1	i
O=C(CC1SC(N2CCOCC2)=NC1=O)Nc1ccccc1F (centres undefined)	i
CC(Sc1nc2ccccc2c(=O)n1CCCN1CCOCC1)C(=O)N1CCc2ccccc21 (centres undefined)	i
CSC(=NS(=O)(=O)c1ccc(N)cc1)NS(=O)(=O)c1cccs1	i
CN(CC(=O)Nc1ccc(F)cc1)C(=O)Cn1c(=O)oc2ccccc21	i
CCC(=Nc1ccc(Cc2ccncc2)cc1)c1c(O)n(C)c(=O)n(C)c1=O	i
Cc1ccc(N(CCC(=O)N2CCOCC2)S(=O)(=O)c2ccccc2)cc1	i
Cc1cnc(NC(=O)c2cc(-c3ccccc3)nn2-c2ccccc2)s1	i
CN(c1ccc(OC(=O)CC2OC(=O)c3ccccc32)cc1)S(=O)(=O)c1ccccc1 (centres undefined)	i
COc1ccc(C(=O)COC(=O)c2n[nH]c3ccccc23)c(OC)c1	i
CN1C[C@@H]2[C@@H]3C(=O)N(Cc4ccccc4)C(=O)[C@@H]3[C@](C)(C1=O)N2C(=O)c1ccc(Cl)cc1	i
Cc1ccc(C)c(-n2sc3ccc(F)cc3c2=O)c1	i
C=CCn1c(SCC(=O)Nc2cccc(S(N)(=O)=O)c2)nnc1C1CCCCC1	i
O=C(COc1ccc(Cl)cc1)OCC(=O)c1ccc[nH]1	i
CCn1nc(C(=O)NNS(=O)(=O)c2ccc(C)cc2)c2ccccc2c1=O	i
Cc1ccccc1C(N)=O	i
COc1ccc(OCCC(=O)OCC(=O)Nc2cccc(S(=O)(=O)N3CCCCC3)c2)cc1	i
CC(C)CN(C(=O)CCNC(=O)c1ccc(Cl)cc1)c1c(N)n(CC(C)C)c(=O)[nH]c1=O	i
COc1cccc(C(=O)OCC(=O)Nc2cc(C)on2)c1OC	i
CN(C)S(=O)(=O)c1cccc(NC(=O)COC(=O)c2ccc3ccccc3n2)c1	i
O=C(N[C@H]1C/C=C\C[C@@H](CC(=O)N(CCO)Cc2ccccc2)C(=O)N2CCC[C@H]2COC1=O)OCC1c2ccccc2-c2ccccc21	i
CC1(C)NC(=O)N(CC(=O)N2CCN(c3ccc([N+](=O)[O-])cc3)CC2)C1=O	i
CCCOc1ccc(Cc2c(COCC)[nH]c(=S)[nH]c2=O)cc1	i
O=C(COC(=O)CNC(=O)c1cccc(OC(F)F)c1)NCc1ccc2c(c1)OCO2	i
CC(C)(C)OC(=O)C[C@@H]1C/C=C\C[C@H](CC(=O)NCCO)C(=O)NC[C@@H](c2ccccc2)OC1=O	i
COc1ccccc1OCCNC(=O)c1ccc(NC(=O)CC2SC(N3CCCC3)=NC2=O)cc1 (centres undefined)	i
C[C@@H]1CCC(=O)N(CC[C@H](Sc2ccc(Br)cc2)c2ccccc2)CC1	i
COc1cc(OC)c(C=NNC(=S)NC23CC4CC(CC(C4)C2)C3)c(OC)c1	i
CN(CC(=O)Nc1ccc(N2CCOCC2)cc1)C(=O)Cc1ccccc1	i
CCOC(=O)C1CCCN(C(=O)c2cc(S(=O)(=O)N3CCCCCC3)ccc2OC)C1 (centres undefined)	i
CCOc1ccc(N(C)S(=O)(=O)c2ccc(C)c(C(=O)Nc3nnc(C4CC4)s3)c2)cc1	i
COc1cc(Cl)c(C)cc1NC(=O)CN1CCN(C(=O)C2CC2)CC1	i
CCn1c(C)cc(C(=O)CSc2nnnn2C2CCCC2)c1C	i
COc1cc(OC)c2c(-c3cccc(-c4ccc(O)cc4)c3)cc(=O)oc2c1	i
O=C(COC(=O)CC1CCCC1)Nc1ccc(Br)cc1F	i
CCOC(=O)C1CCN(C(=O)COC(=O)c2ccc([N+](=O)[O-])o2)CC1	i
O=C(c1ccc(-c2ccccc2Cl)o1)N1CCCCCCC1	i
CC(=O)c1ccc(S(=O)(=O)NCCC(=O)OCC(=O)N(Cc2ccccc2)C(C)(C)C)cc1	i
O=C(c1cc(S(=O)(=O)N2CCOCC2)ccc1Cl)N1CCCCC1CO (centres undefined)	i

# Next part:
canonical_smiles	ANO1 activ
Cc1ccc(C)c(NC(=O)CN(C)C(=O)c2cccc(S(=O)(=O)N3CCCC3)c2)c1	i
Cc1cc(Br)ccc1SCC(=O)OCC(O)=C(C#N)c1nc2ccccc2[nH]1	i
CCC[C@@H](CN1CCC[C@H]1CN1C(N)=NC[C@@H]1Cc1ccccc1)N1C[C@@H](Cc2ccccc2)N(CCc2ccc(Cl)c(Cl)c2)C1=N	i
Cc1c(Cl)cccc1N1C(=O)CC(NNC(=O)c2ccc3c(c2)OCO3)C1=O (centres undefined)	i
CC(=NO)C1CCC2C3CCC4CC(=NO)CCC4(C)C3C(C)(O)CC12C (centres undefined)	i
Cn1c(N)c(C(=O)CSc2nnc(N)s2)c(=O)n(C)c1=O	i
CCn1c(SCC(=O)Nc2ccc3[nH]c(=O)[nH]c3c2)nc2ccccc21	i
CCCCCn1c(=O)[nH]c2cc(C(=O)N3CCN(c4ccc(F)cc4)CC3)ccc2c1=O	i
O=C(Cc1cccc(NC(=O)C2CCN(C(=O)C3CCCC3)CC2)c1)Nc1cccc(C(=O)N2CCCC2)c1	i
COc1ccccc1NC(=O)C(C)OC(=O)CSCC(=O)Nc1ccc(C)cc1C (centres undefined)	i
C/C=C(/C)C(=O)O[C@@H]([C@H](O)c1cc2ccc(=O)oc2cc1OC)C(C)(C)O[C@@H]1O[C@H](CO)[C@@H](O)[C@H](O)[C@H]1O	i
Nc1cc2c(cc1Cl)-c1ccc(Cl)cc1C2=O	i

# The last seven entries of the part above are carried over, then new ones follow:
mol	ANO1 activ
Cn1c(N)c(C(=O)CSc2nnc(N)s2)c(=O)n(C)c1=O	i
CCn1c(SCC(=O)Nc2ccc3[nH]c(=O)[nH]c3c2)nc2ccccc21	i
CCCCCn1c(=O)[nH]c2cc(C(=O)N3CCN(c4ccc(F)cc4)CC3)ccc2c1=O	i
O=C(Cc1cccc(NC(=O)C2CCN(C(=O)C3CCCC3)CC2)c1)Nc1cccc(C(=O)N2CCCC2)c1	i
COc1ccccc1NC(=O)C(C)OC(=O)CSCC(=O)Nc1ccc(C)cc1C (centres undefined)	i
C/C=C(/C)C(=O)O[C@@H]([C@H](O)c1cc2ccc(=O)oc2cc1OC)C(C)(C)O[C@@H]1O[C@H](CO)[C@@H](O)[C@H](O)[C@H]1O	i
Nc1cc2c(cc1Cl)-c1ccc(Cl)cc1C2=O	i
O=C(COc1cccnc1[N+](=O)[O-])N1CCC(Cc2ccccc2)CC1	i
Cc1cccc(NC(=O)c2nc[nH]c2C(=O)N[C@H](C)c2ccccc2)c1	i
C[C@@H](NC(=O)c1nc[nH]c1C(=O)NCCCCCNC(=O)OC(C)(C)C)c1ccccc1	i
O=C(COC(=O)c1cc[n+]([O-])cc1)Nc1cccc(Br)c1	i
O=C(Cn1cc(C(F)(F)F)cc(Cl)c1=O)NC1CCS(=O)(=O)C1 (centres undefined)	i
O=C(O)c1ccccc1NS(=O)(=O)c1cccc(N=Nc2c(O)[nH]c(=S)[nH]c2=O)c1	i
COc1cc(C(=O)Nc2cccc(C)n2)ccc1OCC(=O)N1CCOCC1	i
CC1=C2C3OC(=O)C(C)C3CCC2(C)C=CC1=NO (centres undefined)	i
O=C(COc1ccc(Cl)cc1)OCc1ccc(Cl)cc1	i
CC(NC(=O)c1ccccc1)C(=O)NNC(=O)c1ccccc1Cl (centres undefined)	i
Cc1ccc(NC(=O)CSCC(=O)N(C)Cc2ccc(Cl)c(Cl)c2)cc1	i
CC1CCN(C(=O)c2[nH]cnc2C(=O)N2CCN(C(=O)OC(C)(C)C)CC2)CC1	i
C[C@@H]1O[C@@H](O[C@H]2[C@H](O)[C@@H](O)[C@H](Oc3c(-c4ccc(O)c(O)c4)oc4cc(O)cc(O)c4c3=O)O[C@@H]2CO)[C@H](O)[C@H](O)[C@H]1O	i
CCCCN(C(=O)CSCC(=O)Nc1ccc(C)cc1)c1c(N)n(CC(C)C)c(=O)[nH]c1=O	i
O=C(O)COc1ccccc1C=NNC(=O)c1ccccc1NS(=O)(=O)c1cccs1	i
COc1ccccc1N1CCN(C(=O)[C@H](C)NS(=O)(=O)c2ccc3c(c2)OCCCO3)CC1	i
O=C(CCCl)N1c2ccccc2C=Cc2ccccc21	i
O=C(CCC1CCCC1)N1CCN(S(=O)(=O)c2ccc(Br)cc2)CC1	i
COc1ccc(S(=O)(=O)N(C)C[C@H]2Oc3c(NC(=O)Nc4ccc(C(F)(F)F)cc4)cccc3C(=O)N([C@H](C)CO)C[C@@H]2C)cc1	i
O=C(NCCCN1CCCC1=O)c1ccc(Cl)c(S(=O)(=O)N2CCCCC2)c1	i
Cc1c(C(=O)NCc2ccco2)oc2c(F)cccc12	i
COc1ccccc1[C@@H]1C(c2ccccc2)=NN(c2ccc(Br)cc2)[C@H]1C(=O)N1CCOC1=O	i
CN1C[C@@H]2[C@@H]3C(=O)N(Cc4ccccc4)C(=O)[C@@H]3[C@](Cc3ccccc3)(C1=O)N2C(=O)c1ccc(Cl)c(Cl)c1	i
COC(=O)[C@@H](CC(C)C)N(Cc1ccccc1)S(=O)(=O)N(Cc1ccccc1)[C@@H](CC(C)C)C(=O)OC	i
Cc1ccc(-c2csc(NCCn3c(-c4ccncc4)nc4cc(C(F)(F)F)ccc43)n2)cc1	i
Cc1noc(C)c1NC(=O)Nc1ccc2c(c1)C(=O)N([C@H](C)CO)C[C@H](C)[C@@H](CN(C)C(=O)Nc1ccc3c(c1)OCO3)O2	i
Cc1ccc(C(=O)NNC(=O)CCOc2cccc(C)c2)cc1	i
CN(C)c1ccc(CSc2ccccc2)cc1	i
CN(C(=O)COc1cccc(C#N)c1)C1CCS(=O)(=O)C1 (centres undefined)	i
c1ccc2c(c1)c1c(c3ccccc32)CN2CCCC2C1 (centres undefined)	i
O=C(COC(=O)c1ccc(Cl)nc1)NC1CCCCCC1	i
Cc1ccc(S(=O)(=O)N2CCCCC2)cc1NC(=O)c1ccc(Cl)nc1	i
COc1cc(OC)cc(C(=O)NC(C(=O)NNC(=O)c2cc(Cl)ccc2OC)C(C)C)c1 (centres undefined)	i
O=C(COc1ccccc1)NCC(=O)N1CCCC(C(F)(F)F)C1 (centres undefined)	i
O=C(c1ccc(Cl)cc1)c1cnc(-c2ccccc2)s1	i
Cc1cccc(C)c1OC(=O)c1ccccc1	i
Cn1nc(C(=O)OCC(=O)N(Cc2ccccc2)C(C)(C)C)c2ccccc2c1=O	i
Cc1cc(C(=O)NCCN2CCOCC2)c2ccccc2n1	i
Cn1c(=O)c2c(ncn2CC(=O)Nc2cc(S(=O)(=O)N3CCCCC3)ccc2O)n(C)c1=O	i
CCC(C)n1c(C)cc(=O)n1C(C)CC (centres undefined)	i

# 3 entries out of the list, arranged by SMILES length, high to low:
mol	ANO1 activ
Cc1ccc(S(=O)(=O)N2CCCCC2)cc1NC(=O)c1ccc(Cl)nc1	i
Cc1cc(C(=O)NCCN2CCOCC2)c2ccccc2n1	i
CN(C)c1ccc(CSc2ccccc2)cc1	i

# The listing continues:
mol	ANO1 activ
Cc1ccc(C(=O)NNC(=O)c2cccc3ccccc23)cc1	i
CCOc1ccc(NC(=O)CN2CCN(c3ccccc3C)CC2)cc1S(=O)(=O)N1CCCC1	i
COc1cccc2c1C(=O)c1c(O)c3c(c(O)c1C2=O)CC(O)(C(C)=O)CC3OC1CC(N(C)C)C(O)C(C)O1 (centres undefined)	i
CC1CCCC(NC(=O)CSC2=Nc3ccccc3C3CC=NN23)C1C (centres undefined)	i
COc1cccc(CNC(=O)CN2C(=O)NC(Cc3ccccc3)(c3ccccc3)C2=O)c1 (centres undefined)	i
CCC(=O)c1ccc(OCC(=O)OCC(=O)Nc2cccc(S(=O)(=O)N3CCCC3)c2)cc1	i
COc1cc(OC)c(N(C)S(=O)(=O)c2cccc(C(=O)OCC(=O)N(C)C3CCCCC3)c2)cc1Cl	i
COc1ccc(C(=O)OCC(=O)NC2CCCCCC2)cc1OC	i
COc1ccc(-c2c(-c3cc(OC)cc(OC)c3)n(C)c3ccc(-c4ccc(OC)nc4)cc23)cc1	i

# Screens (PubChem)
